# SUMO1 PPI mod: SUMO1-SIM interaction modulation; AID 602429; inhibition, % at 20 µM; SUMO1 binding to a labelled peptide, TR-FRET, 1 h; 360,000 tested, 0.33% active; in the data active means inhibition above about 37%
# Target sequence (P63165 whole entry, looked up): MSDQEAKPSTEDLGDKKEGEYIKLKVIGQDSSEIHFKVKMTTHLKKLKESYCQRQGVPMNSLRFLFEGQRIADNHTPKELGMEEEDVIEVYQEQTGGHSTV
# Rpn11 inh: Rpn11 (human) deubiquitinase inhibition | O00487 | human 26S proteasome, Ub4-pepOG fluorescence polarization; 20S core pre-blocked with epoxomicin | calls only at 20 µM | 360,000 tested, 0.59% active | AID 588493;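 active means inhibition at 20 µM, scaled to each plate's controls, above about 33%, limit read from the data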
# Target sequence (O00487 whole entry, looked up): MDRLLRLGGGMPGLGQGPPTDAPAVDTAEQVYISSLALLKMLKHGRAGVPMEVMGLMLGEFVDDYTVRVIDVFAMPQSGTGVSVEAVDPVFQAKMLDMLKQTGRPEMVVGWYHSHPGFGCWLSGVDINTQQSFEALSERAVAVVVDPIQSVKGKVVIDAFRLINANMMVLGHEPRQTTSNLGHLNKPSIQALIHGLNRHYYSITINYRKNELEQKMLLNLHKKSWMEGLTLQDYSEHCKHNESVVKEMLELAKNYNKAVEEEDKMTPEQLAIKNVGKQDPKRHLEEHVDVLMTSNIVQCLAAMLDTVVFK
# NadD inh: blocks S. aureus nicotinate mononucleotide adenylyltransferase; purified NadD enzyme, colorimetric absorbance read-out; inhibition, % at 20 µM; 360,000 tested, 0.78% active; AID 602399; in the data active means inhibition above about 26%; further: some compounds past the cut are filed as inactive
# NRP1-CendR mod: NRP-1/CendR interaction modulation; O14786; FAM-RPARPAR peptide binding to NRP-1, fluorescence polarization; AID 602438; 360,000 tested, 0.85% active; inhibition, % at 25 µM;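 active means inhibition or corrected inhibition above about 18%, plus a signal ratio from 0.5 to 1.5, limit read from the data, passing the limit was not always enough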; further: strong numbers were not always called active
# SKN-1 inh: inhibitors of C. elegans SKN-1 | 360,000 tested, 0.49% active | inhibition, % at 21.8 µM | C. elegans VP596 Pgst-4::GFP/RFP ratio, acrylamide-induced, 24 h | AID 624304;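 active means interference check ratio from 0.5 to 1.5 plus GFP to RFP signal ratio inhibition reaching or exceeding a fixed threshold, cut at about 30% in these data, passing the limit was not always enough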; further: some compounds called inactive have numbers as strong as hits
# MT1-MMP act inh: MT1-MMP (human) activation inhibition; P50281; HT1080 RFP-PRO-GFP cells, GFP/RFP ratio fluorescence, overnight; percent of plate control window, DMSO zero; GFP/RFP ratio change, % at 20 µM; 360,000 tested, 0.061% active; AID 651647;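 active means GFP/RFP ratio change of at least 30% with cell ATP level not reduced by more than half and red fluorescence within 50% of control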; further: strong numbers were not always called active
#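 Test system: HT1080 cells expressing an RFP-PRO-GFP fluorescent reporter construct / Compound dosing: single-point 20 µM compound, 1% DMSO / Schedule: cells overnight before dosing, compound overnight, 37 °C, 5% CO2 / Evaluation: GFP/RFP fluorescence ratio / Control set: DMSO and RFP-L50D-GFP cell wells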
# LMPTP block: LMPTP (human) inhibition. recombinant LMPTP-A, OMFP fluorogenic substrate, fluorescence intensity. inhibition, % at 20 µM. AID 651560. P24666. 360,000 tested, 0.22% active;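 active means compounds that cut the enzyme signal by at least half of the control window in the single-dose screen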;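 further: plate controls were DMSO wells with enzyme plus substrate for no effect and substrate without enzyme for full effect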
# Target sequence (P24666 whole entry, looked up): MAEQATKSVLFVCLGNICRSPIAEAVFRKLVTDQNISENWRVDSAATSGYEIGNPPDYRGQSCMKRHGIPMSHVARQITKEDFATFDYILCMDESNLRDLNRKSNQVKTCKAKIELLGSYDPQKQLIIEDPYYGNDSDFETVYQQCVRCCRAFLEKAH
#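 Test system: LMPTP-A, protein tyrosine phosphatase of low molecular weight; Input: 0.625 nM enzyme; Incubation: 50 min dark incubation at room temperature; Signal: endpoint fluorescence intensity from OMFP dephosphorylation; Read-out basis: % inhibition versus control wells.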
# STEP inh: inhibitors of human striatal-enriched phosphatase STEP | P54829 | recombinant STEP, OMFP fluorogenic substrate, fluorescence | inhibition, % at 20 µM | 360,000 tested, 0.25% active | AID 588621;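 active means inhibition at 20 µM, scaled per plate between control wells, above about 37%, limit read from the data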;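 further: 0% = DMSO with enzyme and substrate and 100% = substrate only without enzyme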
#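 System: STEP phosphatase, cell-free reaction; Buffer or medium: Bis-Tris pH 6.0 buffer with DTT, detergent; Incubation: 20 min at room temperature, dark; Measured by: fluorescence, 480/540 nm.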
# DNMT1 block: inhibitors of human DNMT1. P26358. DNMT1 molecular beacon, Hinp1I cleavage, fluorescence. inhibition (reported as % activation of signal), % at 10 µM. 360,000 tested, 0.83% active; in the data active means inhibition above about 50%
# Scp-1 inhibitor: Scp-1 (human) phosphatase inhibition | Q9GZU7 | Recombinant Scp1, phosphopeptide, malachite green phosphate absorbance | AID 493091 | 340,000 tested, 0.88% active | inhibition, % at 20 µM;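 active means inhibition above about 50% at 20 µM, limit read from the data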;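 further: plate controls were DMSO wells with enzyme for no effect and wells lacking enzyme for full effect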
# Target sequence (Q9GZU7 76-261 limits assumed): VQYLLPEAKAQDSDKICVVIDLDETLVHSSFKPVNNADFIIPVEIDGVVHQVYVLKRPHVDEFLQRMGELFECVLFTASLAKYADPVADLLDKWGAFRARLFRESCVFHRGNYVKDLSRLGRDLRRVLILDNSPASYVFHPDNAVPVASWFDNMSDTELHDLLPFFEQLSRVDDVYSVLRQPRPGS
#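 assay system = SCP-1 phosphatase catalytic domain, residues 76-261 | buffer or medium = 50 mM Tris acetate pH 5.5, 0.005% Tween-20, 10 mM MgCl2 | incubation = enzyme reaction 45 min at room temperature, colour 5 min, stabilisation 30 min | signal = Phosphate-binding colour reagent, absorbance read at 630 nm | measure = % inhibition at 20 µM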
# Starred values were filed as active, the others as inactive; i = inactive; . = not tested or not shown.
SMILES,SUMO1 PPI mod,Rpn11 inh,NadD inh,NRP1-CendR mod,SKN-1 inh,MT1-MMP act inh,LMPTP block,STEP inh,DNMT1 block,Scp-1 inhibitor
Cc1cccc(C(=O)NCC(=O)NC(C)CCc2ccccc2)c1 (stereo not given),-1,i,-6,7,-16,0,-0.5,0,2,-5
COc1cccc(Nc2nc(NCCO)nc(N3CCCC3)n2)c1,2,i,-4,3,-1,8,-1.4,-2,-3,-12
O=C1C(Cl)=C(O)C2(Cl)C(Cl)=C(Cl)C12Cl (stereo not given),5,i,1,8,14,3,-0.4,-2,3,-8
O=[N+]([O-])c1ccccc1S(=O)(=O)N1CCSCC1,-5,i,-4,-10,18,2,0.0,6,3,-4
CCOc1ncccc1C(=O)OC(C)C(=O)Nc1ccc(Cl)cn1 (stereo not given),-1,i,-1,-12,21,3,-0.1,-1,1,1
C/C(=N\NC(=O)c1ccc(-n2cnnn2)cc1)c1ccc(Cl)cc1,4,i,-3,-16,4,2,-1.3,2,-1,-8
Cc1cc(C)cc(NC(=O)NC2CCCCCCC2)c1,8,i,2,4,4,-2,-0.2,-3,4,-2
O=C(CSc1nc2ccccc2[nH]1)c1ccccc1F,0,i,-1,-10,-6,0,-0.1,0,1,-3
CCn1nc(C(=O)OCC(=O)Nc2ncc(Cl)c(C)c2Cl)c2ccccc2c1=O,12,i,3,1,2,-2,1.0,-4,19,34
Cc1ccc(C(C(=O)NC2CCCCC2)N(C(=O)c2csnn2)c2ccccc2F)o1 (stereo not given),2,i,-10,1,0,0,-0.2,0,1,-3
Cc1ccccc1NC(=S)NNc1ncc(C(F)(F)F)cc1Cl,-1,i,1,-1,2,10,-0.2,0,-1,-8
CCc1nc2ccc(C(=O)NCCCN3CCCC3=O)cn2c1N(CC)C(=O)NCCc1ccccc1,-1,i,2,3,-8,-1,-4.2,-3,3,.
Cc1ccccc1C(=O)NCC(=O)NCC1(N2CCOCC2)CCCCC1,0,i,-5,-6,7,2,-0.6,-3,-1,-5
CC(=O)c1cccc(NC(=O)c2ccc(NS(=O)(=O)c3c(C)noc3C)cc2)c1,1,i,-1,1,18,4,-1.4,-1,6,40
CCN(CC)CCNC(=O)C(Oc1ccccc1)Oc1ccccc1,0,i,-6,2,9,2,-2.1,1,-1,-12
Cc1cc(NC(=O)c2ccno2)no1,5,i,-6,6,11,0,-1.2,-1,2,1
C#CCO[C@@H]1C[C@H](n2cnc3c(NC(=O)c4ccccc4)ncnc32)O[C@@H]1CO,3,i,-4,12,10,-2,0.4,-2,4,-2
Fc1ccc(CN2CCSCC2)cc1F,11,i,-7,3,6,-2,-0.7,2,-1,-8
COC(=O)c1coc(-c2ccc(C)cc2)c1C(=O)OC,-1,i,-2,2,-2,2,0.8,-2,0,-10
Cc1c(CCC(C)C)c(-n2ccnc2C)n2c(nc3ccccc32)c1C#N,3,i,-3,18,-18,8,-0.1,-2,-2,-2
COc1ccc(/C=C/C(=O)NC(=S)Nc2ccccc2)cc1OC,-2,i,-2,-7,4,2,-1.4,1,-19,7
COc1ccc([N+](=O)[O-])cc1N(CC(=O)NC(C(C)C)C(C)C)S(C)(=O)=O,-8,i,-1,1,-6,-2,-0.8,1,-1,-9
S=c1[nH]nc(-c2cc(-c3ccsc3)n[nH]2)n1-c1ccccc1,3,i,10,4,13,3,-2.6,-3,3,-19
CSc1ccccc1NC(=O)c1ccccn1,3,i,-5,-11,-12,1,-0.7,2,-1,-2
Cc1cc(NC(=O)CCC(=O)N(CC(=O)NCC2CCCO2)c2ccc(Cl)c(Cl)c2)no1 (stereo not given),2,i,4,-10,10,1,-0.8,-1,6,-2
Cc1ccc(Cn2c(N3CCN(C)CC3)nc3c2c(=O)[nH]c(=O)n3C)cc1,5,i,3,2,14,-3,-4.2,1,5,-12
CC(C)(C)C1CCC(=O)C(C2(O)C(=O)Nc3ccccc32)C1 (stereo not given),-11,i,-5,11,-1,-4,-0.8,1,-1,-6
Cc1nc(NC(=O)COC(=O)c2ccc(CO)cc2)c(Cl)cc1Cl,-2,i,-1,-5,-4,0,-1.2,-1,4,-3
CCOC(=O)C1=C(C)NC(=O)NC1c1ccc(OC(=O)c2ccco2)c(OC)c1 (stereo not given),-1,i,-1,-4,1,-1,-0.4,-1,0,-9
Cc1nc2c3c4c(sc3n3c(SCC(=O)NCc5ccco5)nnc3n2n1)COC(C)(C)C4,9,i,5,-2,16,6,-0.7,0,-2,0
CCOC(=O)N1CCN(C(=O)CN(Cc2ccc(Cl)cc2)S(=O)(=O)c2ccccc2)CC1,-3,i,-8,-9,2,-2,-1.9,-1,-4,-2
Cc1cc2c(cc1S(=O)(=O)Nc1cccc(C)c1C)OCC(=O)N2,0,i,-4,-3,-2,0,0.0,2,-3,-7
CCC(=O)Nc1ccc(C(=O)Nc2cc(C)on2)cc1,3,i,4,4,12,-3,-1.1,-1,1,-3
C=CCN(c1ccccc1)S(=O)(=O)c1ccc(Cl)c(C(=O)OCC(=O)N(C)C2CCS(=O)(=O)C2)c1 (stereo not given),3,i,-7,1,-3,-6,0.2,4,0,-1
Cc1ccc(SCC(=O)N(C)CC(=O)Nc2cccc(F)c2)cc1,3,i,0,7,15,0,-0.6,-5,4,-2
Cc1ccc(NS(=O)(=O)c2ccc(-n3cccn3)cc2)cc1F,-6,i,-14,20,18,3,2.2,-4,2,-6
O=C(COc1ccccc1)Nc1nc2ccccc2[nH]1,0,i,-5,1,-4,5,0.0,-2,1,-6
Cc1ccccc1OCC(=O)OCn1nnc2ccccc2c1=O,1,i,-7,7,1,3,-1.1,-2,0,-12
CCCn1c(N)nc2ccccc21,0,i,-2,-4,-5,2,4.2,1,1,-11
COc1ccc2c3c([nH]c2c1)C(C)N(CCC(=O)NN)CC3 (stereo not given),-3,i,-4,7,1,-3,-0.3,8,64*,-6
Cn1ncc(N=Cc2ccc([N+](=O)[O-])cc2)c1C(=O)Nc1ccccc1,-11,i,-9,-4,8,-6,0.1,0,26,-5
COc1cc(NC(=O)c2ccc(-c3c(C)noc3C)c3ccoc23)cc(OC)c1OC,4,i,-6,-13,24,21,-0.2,5,-2,.
Cc1nn(Cc2ccc(Cl)cc2Cl)c(C)c1NC(=O)C1C2CCC(O2)C1C(=O)O (stereo not given),-1,i,-6,9,-13,2,-0.8,0,-1,0
Cc1ccc(NC(=O)CNC2CCS(=O)(=O)C2)cc1C (stereo not given),7,i,-6,1,3,3,-2.1,-3,-1,-5
NS(=O)(=O)c1ccc(CNC(=O)c2ccc(S(=O)(=O)C(F)F)cc2)cc1,-3,i,-2,3,7,2,-1.7,-3,2,-16
O=C(NC(Nc1ccc(F)cc1)(C(F)(F)F)C(F)(F)F)c1cccnc1,14,i,1,0,7,7,-0.8,-2,-2,-10
Cc1cc(C)c(C#N)c(SCc2cn3c(C)cccc3n2)n1,5,i,-3,10,2,5,2.8,-1,0,-9
NC(=O)NN=C1CCC(OCc2ccccc2)CC1CC(=O)O (stereo not given),0,i,-4,-7,-8,4,-1.0,0,0,.
O=C(NCc1ccccn1)c1ccc(OC2CCN(Cc3ccc(Cl)s3)CC2)cc1,4,i,-4,6,6,-2,0.6,1,-1,2
COC(=O)C(C)NS(=O)(=O)c1ccc(NC(C)=O)cc1 (stereo not given),5,i,1,2,-4,3,-1.9,-2,0,2
Cc1nc(NC(=O)c2ccccc2)sc1-c1csc(N)n1,-2,i,4,-2,-6,13,1.0,-1,-15,-5
O=C(CN1C(=O)C2C3C=CC(C3)C2C1=O)OCC(=O)c1ccc([N+](=O)[O-])cc1 (stereo not given),-27,i,0,1,-3,.,2.6,-5,-2,2
Cc1nc(CCNC(=O)c2cc(COc3ccc(F)cc3Cl)on2)sc1C,4,i,1,0,-1,-7,-0.5,-1,-4,1
COc1ccc(CCN2CN(S(=O)(=O)c3ccc(C)cc3)c3nc4ccccc4nc32)cc1OC,-3,i,4,-1,-4,-16,4.0,0,-4,6
O=C(NCCc1ccccc1)C1CCN(c2nc3ccccc3o2)CC1,3,i,10,-1,7,4,-2.1,0,-2,-6
O=S(=O)(c1ccc(Cl)c(C(F)(F)F)c1)N1CCN(c2ccccn2)CC1,2,i,0,9,-3,1,0.6,4,11,9
Cc1cc(-c2nc(-c3ccc(C(C)(C)C)cc3)no2)no1,-3,i,0,2,-4,2,1.6,1,1,1
CCC(Sc1nc(C)cc(=O)[nH]1)C(=O)Nc1ccc(Cl)cn1 (stereo not given),9,i,-1,9,1,1,0.0,2,4,-5
C(=N\Nc1nc2ccccc2[nH]1)/c1ccc2ncccc2c1,0,i,-3,-3,18,-6,30,10,2,0
CCN(CC)C(=O)C1=C(C)N(Cc2ccc(C(C)(C)C)cc2)C(=O)C(CC(=O)NCc2ccco2)C1 (stereo not given),-3,i,10,1,7,6,-0.2,2,-1,.

# Arranged by length of the SMILES (falling): part of the list above.
SMILES,SUMO1 PPI mod,Rpn11 inh,NadD inh,NRP1-CendR mod,SKN-1 inh,MT1-MMP act inh,LMPTP block,STEP inh,DNMT1 block,Scp-1 inhibitor
CCOC(=O)N1CCN(C(=O)CN(Cc2ccc(Cl)cc2)S(=O)(=O)c2ccccc2)CC1,-3,i,-8,-9,2,-2,-1.9,-1,-4,-2
Cn1ncc(N=Cc2ccc([N+](=O)[O-])cc2)c1C(=O)Nc1ccccc1,-11,i,-9,-4,8,-6,0.1,0,26,-5
O=C(NCCc1ccccc1)C1CCN(c2nc3ccccc3o2)CC1,3,i,10,-1,7,4,-2.1,0,-2,-6

# As entered above:
# Cc1ccc(NC(=O)CNC2CCS(=O)(=O)C2)cc1C (stereo not given) in SUMO1 PPI mod is listed with 7
# NS(=O)(=O)c1ccc(CNC(=O)c2ccc(S(=O)(=O)C(F)F)cc2)cc1 in MT1-MMP act inh is listed with 2
# O=C(NCc1ccccn1)c1ccc(OC2CCN(Cc3ccc(Cl)s3)CC2)cc1 in NadD inh is listed with -4
# Cc1nc(NC(=O)c2ccccc2)sc1-c1csc(N)n1 in DNMT1 block is listed with -15
# Cc1nn(Cc2ccc(Cl)cc2Cl)c(C)c1NC(=O)C1C2CCC(O2)C1C(=O)O (stereo not given) in Scp-1 inhibitor is listed with 0

# Following part
SMILES,SUMO1 PPI mod,Rpn11 inh,NadD inh,NRP1-CendR mod,SKN-1 inh,MT1-MMP act inh,LMPTP block,STEP inh,DNMT1 block,Scp-1 inhibitor
CCOC(=O)C(CC(=O)O)=C(c1ccccc1)c1ccccc1,5,i,-4,10,14,-2,-0.6,-2,-1,-6
CC(C)(C)n1ncc2c(=O)n(CC(=O)NCc3ccccc3)cnc21,2,i,9,6,2,6,0.9,-3,0,-6
COc1ccc(OC)c(N(CC(=O)N2CCOCC2)S(C)(=O)=O)c1,2,i,-2,16,-13,.,-1.8,-5,7,-5
C=CCn1c2ccccc2c2nnc(SCCCn3c(=O)[nH]c4ccccc43)nc21,-12,i,-1,-5,31,-5,6.1,3,-4,11

# Screening results from PubChem.
